NR1D1 modulator = modulators of Rev-erb alpha DNA binding, primary screen, biochemical, FITC-DNA, fluorescence polarization, uHTS | Nuclear receptor subfamily 1 group D member 1 (Homo sapiens), P20393 | Rev-erbα–FITC-DNA binding, 90 min | activity, % at 10 µM | actives 0.79% (n = 370,000);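 active means activity above about 14%, limit read from the data; passing the limit was not always enough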;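 further: 0% = DMSO wells with 35 nM protein and 100% = DMSO wells with 750 nM protein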
mABHD4 FP = ABHD4 inhibitors, primary screen, biochemical, fluorescence polarization, mouse | inhibition, % at 8.92 µM | actives 0.54% (n = 370,000) | AID 720543, 2013 | purified mABHD4, FP-Rh probe fluorescence polarization | (Lyso)-N-acylphosphatidylethanolamine lipase (Mus musculus), Q8VD66;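 active means inhibition exceeding the mean over every tested compound plus 3 SD, cut at about 30% in these data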;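 further: 0% = plate median of compound wells and 100% = S159A mutant with DMSO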
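system = mouse ABHD4 enzyme, wild type | medium = HEPES pH 7.0, NaCl, Pluronic buffer | also added = FP-Rh probe | incubation = Enzyme–compound pre-incubation 45 min, then probe 60 min, both 25 °C | technique = fluorescence polarization, excitation 525 nm, emission 598 nm, BODIPY TMR filters | controls = S159A mutant high control, sample median low control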
TCR-CD3 inh = inhibitors of human TCR-CD3 interaction, primary screen, biochemical, fluorescence, TAMRA-labeled TCR probe; T-cell receptor (TCR); actives 0.37% (n = 360,000); inhibition, % at 9.4 µM; in the data active means inhibition above about 19%;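 further: recombinant mutant TCR 2C K166C tagged with TAMRA read by polarization; 0% = receptor in buffer alone and 100% = receptor with positive control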
PG9 Ab binder = binders of HIV-1 gp120 antibody PG9, primary screen, biochemical, TR-FRET. actives 0.43% (n = 360,000). TR-FRET gp120-PG9 antibody binding. HIV-1 gp120 / PG9 antibody interaction. inhibition, % at 6.7 µM; in the data active means inhibition above about 8.5%
HTRA1 inh = HTRA1 serine protease inhibitors, primary screen, biochemical, fluorescence polarization, HTS; Q92743; inhibition, % at 5.96 µM; actives 0.5% (n = 340,000); recombinant HTRA1, FP-rhodamine activity-based probe; in the data active means inhibition above about 36%;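 further: 0% = enzyme with DMSO and 100% = wells lacking enzyme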
Target sequence (Q92743 whole entry, looked up): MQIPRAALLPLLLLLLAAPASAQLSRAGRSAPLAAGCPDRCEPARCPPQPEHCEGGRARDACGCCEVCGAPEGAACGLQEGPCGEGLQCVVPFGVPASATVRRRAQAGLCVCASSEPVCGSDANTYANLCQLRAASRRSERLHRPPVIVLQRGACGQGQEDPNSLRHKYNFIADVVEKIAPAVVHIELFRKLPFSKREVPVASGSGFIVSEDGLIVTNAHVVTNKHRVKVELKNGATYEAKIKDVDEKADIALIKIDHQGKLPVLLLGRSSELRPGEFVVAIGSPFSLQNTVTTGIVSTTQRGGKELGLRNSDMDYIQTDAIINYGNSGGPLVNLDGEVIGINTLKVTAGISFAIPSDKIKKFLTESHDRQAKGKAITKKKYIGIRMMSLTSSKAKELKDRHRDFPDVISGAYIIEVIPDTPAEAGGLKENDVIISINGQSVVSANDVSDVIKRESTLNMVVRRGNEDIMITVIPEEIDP
SIAE inh = human SIAE inhibitors, primary screen, biochemical, fluorescence polarization, FP-Rh probe, 1536-well HTS. inhibition, % at 9.66 µM. Sialate O-acetylesterase (Homo sapiens), Q9HAT2. AID 1053197, 2014. SIAE FP-Rh probe binding. actives 0.69% (n = 370,000);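 active means inhibition above a cutoff: mean of compounds within the control limits plus 3 SD of those, cut at about 17% in these data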;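 further: 0% = plate median of compound wells and 100% = probe without SIAE protein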
TDP2 absorb = human TDP2 enzyme inhibitors, primary screen, biochemical, epi absorbance, recombinant enzyme; Tyrosyl-DNA phosphodiesterase 2 (Homo sapiens), O95551; actives 0.34% (n = 370,000); T5PNP hydrolysis, p-nitrophenol absorbance 415 nm; inhibition, % at 12.8 µM;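 active means inhibition above the mean of all tested compounds plus 3 SD, set per campaign, cut at about 25% in these data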;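 further: 0% = DMSO with enzyme and 100% = buffer with substrate but no TDP2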
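Incubation: 2 h at 37 °C; Test system: recombinant human TDP2; Quantity: enzyme 120 nM; Read-out basis: percent inhibition; Medium: 50 mM Tris-HCl pH 7.5 with Mg2+, KCl, DTT, BSA; Repeats: single replicate; Compound: 12.8 µM single point, 1% DMSO; Signal: epi absorbance; Reagent: 5 mM T5PNP chromogenic substrate; Benchmarks: no-enzyme high, DMSO-plus-enzyme low.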
LEDGF integ inh = blockers of LEDGF/p75-dependent integrase strand transfer – biochemical, TR-FRET, high throughput, primary screen | HIV-1 integrase (with human LEDGF/p75) | TR-FRET IN-LEDGF/p75 DNA integration, Eu/Cy5 | inhibition, % at 3.7 µM | actives 0.64% (n = 370,000) | AID 743269, 2014;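 active means inhibition above the screen-wide mean plus 3 SD, cut at about 13% in these data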;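 further: signal is the Cy5 over europium emission ratio at 671 and 618 nm; 0% = plate median of compound wells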
PRMT1 FP inh = PRMT1 methyltransferase inhibitors, primary screen, biochemical, fluorescence polarization. Protein arginine N-methyltransferase 1 (Homo sapiens), Q99873. actives 1.3% (n = 370,000). inhibition, % at 2.79 µM. recombinant PRMT1, activity-based probe fluorescence polarization;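 active means inhibition above about 21% made by adding two undisclosed values, limit read from the data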
Target sequence (Q99873 whole entry, looked up): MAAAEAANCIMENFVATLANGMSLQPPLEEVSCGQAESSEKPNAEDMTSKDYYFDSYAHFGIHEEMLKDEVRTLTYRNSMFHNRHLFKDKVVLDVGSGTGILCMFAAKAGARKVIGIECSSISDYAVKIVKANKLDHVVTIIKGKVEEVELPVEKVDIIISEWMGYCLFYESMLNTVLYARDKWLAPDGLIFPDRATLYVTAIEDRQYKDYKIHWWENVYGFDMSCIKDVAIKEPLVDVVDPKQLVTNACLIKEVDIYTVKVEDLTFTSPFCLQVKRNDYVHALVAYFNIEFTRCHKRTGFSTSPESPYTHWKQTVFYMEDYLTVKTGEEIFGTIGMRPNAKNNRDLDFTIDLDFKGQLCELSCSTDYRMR
rCAG binder = binders of r(CAG) RNA repeats, primary screen, biochemical, fluorescence | r(CAG) RNA repeat, TO-PRO-1 dye displacement fluorescence | actives 1.3% (n = 370,000) | inhibition, % at 3 µM;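 active means inhibition above the plate cutoff, the mean of all test compounds on that plate plus 3 SD, cut at about 35% in these data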;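 further: 0% = DMSO alone and 100% = 100 µM mitoxantrone as full dye displacement; higher means more dye released from RNA so lower well fluorescence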
The depositor's hits bear a star; · = not tested or not shown.

entry	Molecule	NR1D1 modulator	mABHD4 FP	TCR-CD3 inh	PG9 Ab binder	HTRA1 inh
1	COC(=O)c1ccccc1NC(=O)c1ccccc1SC	4	3	8	1.1	-4
2	COc1ccc(OC(=O)c2cccc(S(=O)(=O)N3CC(C)OC(C)C3)c2)cc1 (stereo not given)	-4	-5	-3	1.2	3
3	CC(=O)c1cccc(NC(=O)c2ccc(N(C)S(C)(=O)=O)cc2)c1	-6	1	2	0.1	0
4	CCCCC1=CC2=C(c3ccco3)C(=O)C(C)(OC(=O)c3ccc(OC)cc3)C(=O)C2=CN1C(CO)CO (stereo not given)	-9	1	0	13*	5
5	O=C1c2ccccc2-c2cccc(C(=O)N3CCN(C(=O)c4ccccc4)CC3)c21	-2	1	3	0.1	3
6	O=C(CCc1ccccc1)NNC(=O)C1CCCCC1	0	0	9	-2.7	-2
7	CN(C)c1ccc(CNC(=O)C2(C)Cc3c(-c4ccc(N(C)C)cc4)ccnc3O2)cc1 (stereo not given)	0	7	1	0.1	·
8	O=C(NCc1cccc(C(F)(F)F)c1)c1ccc2nc([C@H]3C[C@H](O)[C@@H](CO)O3)[nH]c2c1	5	-1	1	-1.3	·
9	C[C@@H]1CN([C@@H](C)CO)C(=O)c2cc(C#Cc3ccccc3)cnc2O[C@@H]1CN(C)Cc1ccccn1	7	2	-2	2.0	-9
10	Cc1cc2c(n1-c1ccc(Cl)cc1)CC(C)(C)CC2=O	-4	-8	-6	-1.2	0
11	COc1ccccc1NC(=O)c1c(C)nc2ccccc2c1C(=O)O	-2	-3	-3	2.5	10
12	COc1cc(C(=O)Nc2nnc(C(F)(F)F)s2)c([N+](=O)[O-])cc1OC	0	4	-4	0.5	5

entry	SIAE inh	TDP2 absorb	LEDGF integ inh	PRMT1 FP inh	rCAG binder
1	-5	-3	-4	2	1
2	1	-7	-4	5	0
3	-4	7	-2	5	0
4	1	7	0	11	-6
5	-4	-3	-5	0	-8
6	-2	-1	0	2	0
7	8	10	1	-3	8
8	0	-1	3	-4	1
9	4	-6	3	3	3
10	-5	-13	-4	8	-8
11	3	7	-3	2	-2
12	-14	-10	2	-1	0

Reformatted: entries from further up
3: CC(=O)c1cccc(NC(=O)c2ccc(N(C)S(C)(=O)=O)cc2)c1
11: COc1ccccc1NC(=O)c1c(C)nc2ccccc2c1C(=O)O
6: O=C(CCc1ccccc1)NNC(=O)C1CCCCC1
4: CCCCC1=CC2=C(c3ccco3)C(=O)C(C)(OC(=O)c3ccc(OC)cc3)C(=O)C2=CN1C(CO)CO (stereo not given)
1: COC(=O)c1ccccc1NC(=O)c1ccccc1SC
10: Cc1cc2c(n1-c1ccc(Cl)cc1)CC(C)(C)CC2=O

Assay by compound	3	11	6	4	1	10
NR1D1 modulator	-6	-2	0	-9	4	-4
mABHD4 FP	1	-3	0	1	3	-8
TCR-CD3 inh	2	-3	9	0	8	-6
PG9 Ab binder	0.1	2.5	-2.7	13*	1.1	-1.2
HTRA1 inh	0	10	-2	5	-4	0
SIAE inh	-4	3	-2	1	-5	-5
TDP2 absorb	7	7	-1	7	-3	-13
LEDGF integ inh	-2	-3	0	0	-4	-4
PRMT1 FP inh	5	2	2	11	2	8
rCAG binder	0	-2	0	-6	1	-8

Next part.
entry	Molecule	NR1D1 modulator	mABHD4 FP	TCR-CD3 inh	PG9 Ab binder	HTRA1 inh
13	Cc1cc(C(=O)O[C@H]2CCC[C@]3(C(=O)N(Cc4ccccc4)c4ccccc43)[C@H]2NC(=O)CCc2ccccc2)no1	-5	-1	·	·	·
14	CCOC(=O)c1ccc(CNCc2ccc(C)cc2)cc1	1	5	12	-3.4	-2
15	O=C(N/N=C\c1ccc(Cl)s1)c1ccc(Cn2cccn2)o1	3	1	-6	-4.2	8
16	N#C/C(=N\Nc1ccc(Cl)c(Cl)c1)C(=O)C1CC1	4	11	-1	1.0	·
17	N#CCNC(=O)C1CC(=O)N(CCc2ccc(F)cc2)C1 (stereo not given)	-1	-1	-2	-3.1	-1
18	CCCCC[C@H](C)N1C[C@@H](COCc2ccccc2)Oc2cc(N3CC[C@H](N(C)C)C3)ccc2S1(=O)=O	2	8	2	-2.1	·
19	C(=N/Nc1nccs1)/c1cccnc1	12	6	9	-1.1	-2
20	Cc1cc(S(=O)(=O)N2CCOCC2)ccc1OCC(=O)Nc1ccc(Br)cc1F	0	2	0	-1.5	10
21	CCc1nnc(NC(=O)CN2CCOCC2)s1	3	1	-2	-4.2	-3
22	COCCCN1C(=O)C(=O)/C(=C(/O)c2ccc(S(=O)(=O)N3CCOCC3)cc2)C1c1ccc(C(C)C)cc1 (stereo not given)	-3	-2	6	-0.1	7
23	CCN1C(=O)[C@H]2[C@@H](c3ccc(C)cc3)N3C(=O)N(c4ccccc4)C(=O)[C@@]3(CC)[C@H]2C1=O	-2	-3	7	-1.0	-2
24	COc1cc(C(C)=O)ccc1COc1ccc(C(=O)OCC(=O)NC(C)(C)C)cc1OC	-1	-13	9	0.7	-2

entry	SIAE inh	TDP2 absorb	LEDGF integ inh	PRMT1 FP inh	rCAG binder
13	7	-2	0	-3	1
14	0	-15	2	1	-3
15	12	-7	1	0	2
16	4	-3	5	-1	52*
17	4	5	0	-1	-1
18	8	-9	1	-2	4
19	6	3	-1	1	2
20	3	2	-3	1	1
21	10	0	-1	0	-2
22	5	12	-1	1	10
23	-1	5	-4	1	-3
24	3	11	-1	0	-3

More records follow.
entry	Molecule	NR1D1 modulator	mABHD4 FP	TCR-CD3 inh	PG9 Ab binder	HTRA1 inh
25	COc1ccc2c(/C=N/Nc3ccc(C(=O)O)cc3)c[nH]c2c1	0	50*	5	-34	3
26	COc1ccc(Cc2nc3ccccc3n2C)cc1	-5	0	-3	-0.1	-1
27	Cc1ccc(C(=O)NC2CCCc3ccccc32)o1 (stereo not given)	7	2	-3	0.2	-7
28	COc1ccc(Cl)cc1N(CC(=O)Nc1ccccc1C(=O)N1CCCC1)S(C)(=O)=O	5	5	-1	-1.3	0
29	CCOC(=O)c1cnc(C(F)(F)F)nc1Oc1ccccc1	-1	2	-7	1.0	-4
30	CCCCn1c(N)c(N(CCOC)C(=O)CN(C)S(=O)(=O)c2ccc(C)cc2)c(=O)[nH]c1=O	-2	4	2	2.0	0
31	CN(CC(=O)Nc1ccccc1Cl)C(=O)CSc1nnc(N)s1	6	0	11	-1.6	-1
32	Cc1ccc2[nH]c(=O)c(COC(=O)C3CCCCC3)cc2c1	6	-3	-6	1.3	7
33	COc1ccc(N(C(=O)c2ccccc2OC)C2C=CS(=O)(=O)C2)c(OC)c1 (stereo not given)	-1	2	0	-0.1	2
34	CCc1ccccc1OCC(=O)Nc1ccc(F)c(S(=O)(=O)N2CCOCC2)c1	0	-14	-6	-2.5	-7
35	COc1ccccc1CNC(=O)Cc1ccc(Br)cc1	-4	0	0	0.5	-9
36	CCOC(=O)C1(Cc2cccc(OC)c2)CCN(CC(O)CO)CC1 (stereo not given)	-3	-1	-7	-0.4	-2

entry	SIAE inh	TDP2 absorb	LEDGF integ inh	PRMT1 FP inh	rCAG binder
25	-5	-6	-1	1	31
26	3	-14	3	-2	-2
27	4	8	1	0	2
28	1	8	-4	-2	-2
29	1	0	0	1	-6
30	9	-10	1	-1	-2
31	-8	-11	2	-1	6
32	5	0	-1	0	-4
33	5	2	-1	2	-3
34	0	-10	2	-4	1
35	3	7	-1	1	0
36	-4	-5	-3	0	-5

Carrying on.
entry	Molecule	NR1D1 modulator	mABHD4 FP	TCR-CD3 inh	PG9 Ab binder	HTRA1 inh
37	CC1CCC2(CC1)NC(=O)N(CC(=O)Nc1ccc(N3CCCCC3)cc1)C2=O (stereo not given)	-4	-2	3	-0.5	7
38	C=CCNCc1ccccc1[N+](=O)[O-]	-5	1	5	0.3	2
39	CCN(CC)C(=O)c1ccc(S(=O)(=O)Cc2ccc(C)cc2)c([N+](=O)[O-])c1	5	13	-2	3.2	1
40	Cc1nnc2n1NC(c1ccc(Cl)cc1)C(C(=O)N1CCC(C)CC1)S2 (stereo not given)	4	4	-4	0.6	1
41	CCn1c(-c2ccncc2)n[nH]c1=S	10	2	6	-2.3	-3
42	O=[N+]([O-])c1ccc(/C=N/n2c(-c3ccccc3)n[nH]c2=S)cc1	-3	7	-5	-1.0	5
43	COc1ccccc1-c1nc(SCC(=O)N(C)c2ccccc2)c2c(=O)n(C)c(=O)n(C)c2n1	81*	-2	4	-0.1	-3

entry	SIAE inh	TDP2 absorb	LEDGF integ inh	PRMT1 FP inh	rCAG binder
37	2	5	0	5	0
38	4	-1	-1	-2	-1
39	-1	-2	-3	3	0
40	-5	-6	-7	-1	2
41	2	11	1	3	1
42	5	3	1	14	18
43	6	3	2	-5	0

An excerpt; the hit share may differ from the screen's.
